From PubChem
WRN helicase inh: inhibitors of human WRN helicase; Q14191; WRN helicase unwinding, fluorescent forked duplex, kinetic; Potency, µM (highest dose often 114 µM), without a hit: top-dose activity change, negative = inhibition, most hits filed as inhibitors; actives 0.46% (n = 360,000); AID 651768; note: potency is the fitted concentration of half-maximal effect; % is set by controls: 0 for no effect and ±100 for the full control effect; nearly all actives have a fitted effect of over 55% in size
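WRN at 20 nM final preincubated with compound 15 min at room temperature; reaction started with 100 nM fluorophore/quencher forked duplex oligonucleotide and 2 mM ATP final. Unwinding followed kinetically by red fluorescence (ex 525, em 598 nm).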
EPAC1 agonist: activates human EPAC1 exchange factor; actives 0.073% (n = 360,000); EPAC1 agonist qHTS, biochemical assay; response scale: 100% = response to 6.5 mM cAMP; Potency, µM (titrated, usually from 154 µM), without a hit: at the highest dose activation, actives largely listed as activators; O95398; note: potency is the fitted concentration of half-maximal effect; nearly all actives have a fitted effect of over 60% in size
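Multi-concentration qHTS readout: loss of Rap1B-bound BODIPY-GDP fluorescence driven by 100 nM EPAC1 with excess GDP (50 uM), monitored kinetically at room temperature; agonist response expressed relative to 6.5 mM cAMP.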
FUS yeast rescue: FUS proteinopathy suppression in yeast; S. cerevisiae FUS-expressing, growth rescue, OD600, 24 h; Potency, µM (highest dose often 76.6 µM), for the others: top-dose growth rescue (activation), hits mostly activators; actives 0.24% (n = 390,000); AID 1347120;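 note: potency is the fitted concentration of half-maximal effect; plate controls were DMSO vehicle for no effect and reference control for full effect; nearly all actives have a fitted effect of over 55% in size; some results filed as inactive show a strong effect at the top dose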
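Absorbance at 600 nm, taken 24hr after compound addition, measured rescue of FUS-yeast growth at 30C. Induction used 2% galactose with seeding at OD 0.005. Controls: CP55940 from 92uM final, DMSO only.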
PI5P4K alpha inh: PI5P4K alpha (human) kinase inhibition. AID 652105. P48426. actives 1.2% (n = 330,000). max response, %. PI5P4Kalpha enzyme, ADP-Glo luminescence, 60 min; active compounds read low; active = max response of -50% or lower; inconclusive = between -30% and -50%; inactive = -30% or higher; note: value at the top dose of about 77 µM; % is set by controls: 0 for no effect and ±100 for the full control effect
Target sequence (P48426 whole entry, looked up): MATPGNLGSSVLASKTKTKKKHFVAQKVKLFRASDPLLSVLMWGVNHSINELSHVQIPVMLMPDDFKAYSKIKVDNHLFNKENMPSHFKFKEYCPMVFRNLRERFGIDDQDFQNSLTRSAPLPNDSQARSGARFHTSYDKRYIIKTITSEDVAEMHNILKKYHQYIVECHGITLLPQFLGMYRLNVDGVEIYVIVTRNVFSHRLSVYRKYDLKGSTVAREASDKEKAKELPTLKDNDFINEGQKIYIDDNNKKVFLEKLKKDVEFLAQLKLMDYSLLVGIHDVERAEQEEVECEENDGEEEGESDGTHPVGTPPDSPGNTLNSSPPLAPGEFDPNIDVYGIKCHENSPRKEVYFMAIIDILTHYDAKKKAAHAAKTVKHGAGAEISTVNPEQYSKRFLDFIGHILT
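Quantitative HTS of the MLSMR library against PI5P4Kalpha with substrate. ATP added last at 5 microM final; room temperature, 60 minutes. Remaining ATP depleted, ADP converted and read as luminescence.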
Abeta rescue: compounds reversing amyloid beta toxicity in yeast | yeast expressing A-beta42, growth rescue, OD600, 48 h; response scale: 0% DMSO, 100% iron-clioquinol control | Potency, µM (doses to about 46.1 µM), without a hit: at the highest dose growth rescue, actives largely listed as activators | actives 0.063% (n = 410,000) | AID 1347071; note: potency is the fitted concentration of half-maximal effect; nearly all actives have a fitted effect of over 55% in size
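Growth rescue measured by 600 nm absorbance after 48 h yeast culture at 30 C with compound. Values normalized between DMSO and an equimolar ferric chloride plus clioquinol control.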
PLK1 PBD block: blocks phosphopeptide binding to human PLK1 polo-box domain; Potency, µM, for the others: max response, negative = inhibition, most hits filed as inhibitors; Plk1 PBD binding of FITC phosphopeptide, fluorescence polarization; actives 2.8% (n = 360,000); P53350; note: potency is the fitted concentration of half-maximal effect; series mostly up to about 57 µM; % is set by controls: 0 for no effect and ±100 for the full control effect; nearly all actives have a fitted effect of over 65% in size
Target sequence (P53350 whole entry, looked up, the tested form may be a part): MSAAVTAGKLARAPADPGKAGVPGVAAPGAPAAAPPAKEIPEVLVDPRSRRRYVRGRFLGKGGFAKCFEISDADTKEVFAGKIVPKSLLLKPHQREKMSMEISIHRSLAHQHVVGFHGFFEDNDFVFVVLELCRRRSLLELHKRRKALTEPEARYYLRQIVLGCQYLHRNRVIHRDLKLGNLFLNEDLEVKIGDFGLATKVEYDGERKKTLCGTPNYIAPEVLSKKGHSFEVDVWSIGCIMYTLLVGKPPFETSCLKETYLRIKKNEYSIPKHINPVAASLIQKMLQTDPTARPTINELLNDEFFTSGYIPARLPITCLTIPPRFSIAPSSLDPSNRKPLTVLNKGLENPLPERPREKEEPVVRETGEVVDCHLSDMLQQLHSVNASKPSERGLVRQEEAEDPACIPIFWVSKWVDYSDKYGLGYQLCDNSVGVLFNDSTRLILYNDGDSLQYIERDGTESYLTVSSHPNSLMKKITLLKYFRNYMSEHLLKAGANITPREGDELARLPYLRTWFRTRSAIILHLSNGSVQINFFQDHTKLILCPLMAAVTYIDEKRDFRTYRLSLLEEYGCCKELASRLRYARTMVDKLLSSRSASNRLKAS
aSyn yeast inh: rescues yeast growth from alpha-synuclein toxicity. Potency, µM (highest dose often 46.1 µM), for the others: at the highest dose growth rescue (activation), actives largely listed as activators. Yeast expressing alpha-synuclein, growth rescue, BacTiter-Glo, 24 h. AID 652106. actives 0.14% (n = 370,000); note: potency is the fitted concentration of half-maximal effect; % of control where 0% means no effect; nearly all actives have a fitted effect of over 65% in size
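Readout is rescue of growth in alpha-synuclein-expressing yeast, so inhibitors of toxicity appear as activators. Growth after 24 hr at 30 deg C in galactose medium is quantified by luminescence.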
EPAC1 antagonist: antagonists of human EPAC1; O95398; EPAC1 GEF assay, Rap1b-BODIPY-GDP exchange fluorescence; Potency, µM (doses to about 115 µM), for the others: at the highest dose activity change, negative = inhibition, actives largely listed as inhibitors; actives 0.14% (n = 360,000); AID 720709;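 note: potency is the fitted concentration of half-maximal effect; plate controls were vehicle for no effect and positive control for full effect; nearly all actives have a fitted effect of over 50% in size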
IL2 activator: activators of IL-2; IL-2 activation reporter assay, cell-based qHTS; stimulated with anti-CD3/CD4/CD28 beads; in transgenic mouse T cells; activation, % (series mostly up to about 46 µM); actives 0.065% (n = 360,000); in the data active = activation above about 50%; inconclusive = mostly about 30% to 49%; note: 0% is about no effect
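First, unstimulated transgenic mouse T cells were exposed to compound for 60 min. Next, anti-CD3/anti-CD4-coated beads with anti-CD28 were added. Finally, after 18 h at 37 degrees C, EGFP and DsRed were imaged.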
The depositor's hits bear a star; [ ] = remark or other dose. Unless noted, calls come from the whole dose curve; as a rule, active = well fitted curve in the direction sought with a large enough effect; inconclusive = small, poorly fitted or top-dose-only effect, or another doubt; inactive = no such curve, though single readings can be large; an effect the other way counts as inactive or inconclusive.

Results for Cc1ccc(Cc2c(-c3ccc(F)cc3)nc3cc(C)ccn23)cc1 ?
WRN helicase inh: -8%; EPAC1 agonist: -14%; FUS yeast rescue: 12%; PI5P4K alpha inh: -1; Abeta rescue: -19%; PLK1 PBD block: -6%; aSyn yeast inh: 14%; EPAC1 antagonist: -7%; IL2 activator: -3.5

What do the screens show for `COc1ccccc1NC(=O)CC(NCCN(C)C)C(=O)O` (configuration not stated)?
WRN helicase inh: -1%; EPAC1 agonist: 4%; FUS yeast rescue: 36%; Abeta rescue: 0%; PLK1 PBD block: -2%; aSyn yeast inh: -1%; EPAC1 antagonist: -6%; IL2 activator: 0.3

How did OCC1OC(n2cnc3c(/C=C(\O)c4ccccc4)ncnc32)C(O)C1O (configuration not stated) do in these assays?
WRN helicase inh: -3%[11.6 µM]; EPAC1 agonist: 5%; PI5P4K alpha inh: 2; Abeta rescue: 3%; PLK1 PBD block: 1%; aSyn yeast inh: 2%; EPAC1 antagonist: 7%; IL2 activator: -2.3

Results for CC(C)C(=O)Nc1ccc2c(c1)nc(CCN1CCN(c3ccccc3)CC1)n2C ?
WRN helicase inh: 5%; EPAC1 agonist: 7%; FUS yeast rescue: 11%; PI5P4K alpha inh: -3; Abeta rescue: 6%; PLK1 PBD block: 0%; aSyn yeast inh: 1%; EPAC1 antagonist: 6%; IL2 activator: -0.6

What do the screens show for `CC1=NOC(=O)/C1=C\c1ccc(-c2ccc(Cl)cc2Cl)o1`?
WRN helicase inh: inconclusive; EPAC1 agonist: -3%; FUS yeast rescue: 26%; PI5P4K alpha inh: inconclusive; Abeta rescue: -83%[inhibitor]; PLK1 PBD block: 0.42µM*; aSyn yeast inh: -49%[inhibitor]; EPAC1 antagonist: -23%; IL2 activator: -1.0

What do the screens show for `CCN(CC)CCOc1ccc(/C(=C(\Cl)c2ccccc2)c2ccccc2)cc1`?
WRN helicase inh: -6%; EPAC1 agonist: -3%; FUS yeast rescue: 35%; PI5P4K alpha inh: -1; Abeta rescue: -21%; PLK1 PBD block: -1%; aSyn yeast inh: -42%[inhibitor]; EPAC1 antagonist: -7%; IL2 activator: -0.8

Results for CCOC(=O)C1CCCN(C(=O)c2cc(F)ccc2C)CC1 (configuration not stated) ?
WRN helicase inh: 2%; EPAC1 agonist: -6%; FUS yeast rescue: -15%; PI5P4K alpha inh: 0; Abeta rescue: 16%; PLK1 PBD block: -7%; aSyn yeast inh: -1%; EPAC1 antagonist: -16%; IL2 activator: -0.4

How did Cc1ccnc(NS(=O)(=O)c2ccc(NC(=O)C34CC5CC(CC(C5)C3)C4)cc2)n1 do in these assays?
WRN helicase inh: 1%; EPAC1 agonist: 3%; FUS yeast rescue: 7%; PI5P4K alpha inh: -1; Abeta rescue: -4%; PLK1 PBD block: -6%; aSyn yeast inh: -5%; EPAC1 antagonist: 6%; IL2 activator: -0.1

What do the screens show for `CN(C)S(=O)(=O)c1ccc(Cl)c(C(=O)Nc2cccc3ncccc23)c1`?
WRN helicase inh: 3%; EPAC1 agonist: 3%; FUS yeast rescue: 2%; PI5P4K alpha inh: -11; Abeta rescue: 4%; PLK1 PBD block: -2%; aSyn yeast inh: 0%; EPAC1 antagonist: -27%; IL2 activator: -2.7

How did O=C(c1cn(-c2ccccc2)nc1-c1ccc(F)cc1)N1CCCCC1 do in these assays?
WRN helicase inh: -14%; EPAC1 agonist: -7%; PI5P4K alpha inh: 8; Abeta rescue: -8%; PLK1 PBD block: -2%; aSyn yeast inh: -5%; EPAC1 antagonist: -4%; IL2 activator: -0.6

How did COc1ccc(CNC(=O)c2cccs2)cc1 do in these assays?
WRN helicase inh: -6%; EPAC1 agonist: -10%; FUS yeast rescue: 18%; Abeta rescue: 26%; PLK1 PBD block: -10%; aSyn yeast inh: -6%; EPAC1 antagonist: -8%; IL2 activator: -0.6

Results for Cc1ccc(N2CC(C(=O)Nc3ccc(S(=O)(=O)Nc4ncccn4)cc3)CC2=O)cc1C (configuration not stated) ?
WRN helicase inh: -4%; EPAC1 agonist: 5%; FUS yeast rescue: 9%; PI5P4K alpha inh: -8; Abeta rescue: 6%; PLK1 PBD block: -6%; aSyn yeast inh: 5%; EPAC1 antagonist: 1%; IL2 activator: -0.7

What do the screens show for `COc1ccccc1/C=C1\SC(=S)N(CCC(=O)Nc2cc(C)on2)C1=O`?
WRN helicase inh: -6%[57.1 µM]; EPAC1 agonist: 3%; FUS yeast rescue: -16%; PI5P4K alpha inh: 2; Abeta rescue: -1%; PLK1 PBD block: 9%; aSyn yeast inh: 11%; EPAC1 antagonist: 6%; IL2 activator: 0.8

Results for CSc1cccc(NC(=S)NCCCO)c1 ?
WRN helicase inh: 17%; EPAC1 agonist: -10%; FUS yeast rescue: -10%; PI5P4K alpha inh: 1; Abeta rescue: 1%; PLK1 PBD block: -16%; aSyn yeast inh: -4%; EPAC1 antagonist: 8%; IL2 activator: 0.5

How did Cc1nnc2n(-c3ccccc3)c(=O)c3c4c(sc3n12)CCCC4 do in these assays?
WRN helicase inh: 10%; EPAC1 agonist: -11%; FUS yeast rescue: 21%; PI5P4K alpha inh: 2; Abeta rescue: -17%; PLK1 PBD block: -5%; aSyn yeast inh: -5%; EPAC1 antagonist: 7%; IL2 activator: -1.5

How did CCOC(=O)c1[nH]c2c(c1C)C(=O)CC(c1ccc(OC)c(OC)c1)C2 (configuration not stated) do in these assays?
WRN helicase inh: 1%; EPAC1 agonist: 4%; FUS yeast rescue: -23%; PI5P4K alpha inh: 1; Abeta rescue: -8%; PLK1 PBD block: 0%; aSyn yeast inh: -6%; EPAC1 antagonist: 0%; IL2 activator: 1.2

What do the screens show for `O=C(O)c1ccc(/C=N/Nc2ncc(Cl)cc2Cl)cc1`?
WRN helicase inh: -2%; EPAC1 agonist: 1%; FUS yeast rescue: 29%; PI5P4K alpha inh: 0; Abeta rescue: 20%; PLK1 PBD block: -3%; aSyn yeast inh: 2%; EPAC1 antagonist: -15%; IL2 activator: 0.6

How did Cc1ccc(C(O)P(=O)(OC2CCCCC2)OC2CCCCC2)cc1 (configuration not stated) do in these assays?
WRN helicase inh: 1%; EPAC1 agonist: 0%; FUS yeast rescue: 38%; PI5P4K alpha inh: 0; Abeta rescue: 27%; PLK1 PBD block: -5%; aSyn yeast inh: 1%; EPAC1 antagonist: -16%; IL2 activator: -0.1

Results for CCCCCCCn1c2c(c(=N)c3c1CCC3)CCCC2 ?
WRN helicase inh: 20%; EPAC1 agonist: -5%; FUS yeast rescue: 10%; PI5P4K alpha inh: -8; Abeta rescue: -38%[inhibitor]; PLK1 PBD block: -1%; aSyn yeast inh: -7%; EPAC1 antagonist: 2%; IL2 activator: 0.4

How did CCn1ccc(C(=O)Nc2ncc(C)s2)n1 do in these assays?
WRN helicase inh: 6%; EPAC1 agonist: 11%; FUS yeast rescue: -6%; PI5P4K alpha inh: -4; Abeta rescue: 0%; PLK1 PBD block: -12%; aSyn yeast inh: -2%; EPAC1 antagonist: 13%; IL2 activator: -2.0

Results for Cc1cc(C)c2c(=O)n3c(nc2c1)C(Cc1ccccc1)NC(=O)c1cccnc1-3 (configuration not stated) ?
WRN helicase inh: 0%; EPAC1 agonist: -13%; FUS yeast rescue: -7%; PI5P4K alpha inh: -9; Abeta rescue: -3%; PLK1 PBD block: 0%; aSyn yeast inh: -1%; EPAC1 antagonist: -22%; IL2 activator: -3.8

How did CC(C)CCOc1ccc(C(=O)NNC(=O)CNC(=O)c2ccccc2F)cc1 do in these assays?
WRN helicase inh: -24%; EPAC1 agonist: -3%; PI5P4K alpha inh: -6; Abeta rescue: -13%; PLK1 PBD block: -7%; aSyn yeast inh: 1%; EPAC1 antagonist: -2%; IL2 activator: -2.9

Results for O=C(Nn1cnnc1)C1Cc2ccccc2CN1S(=O)(=O)c1ccc(F)cc1 (configuration not stated) ?
WRN helicase inh: 4%; EPAC1 agonist: 3%; FUS yeast rescue: 3%; PI5P4K alpha inh: -6; Abeta rescue: -3%; PLK1 PBD block: -9%; aSyn yeast inh: -2%; EPAC1 antagonist: -3%; IL2 activator: -3.2

How did Cc1cc(NC(=O)CCS(=O)(=O)c2ccc3c(c2)NC(=O)C(C)S3)ccc1Br (configuration not stated) do in these assays?
WRN helicase inh: -7%; EPAC1 agonist: -5%; FUS yeast rescue: -7%; PI5P4K alpha inh: 4; PLK1 PBD block: -7%; aSyn yeast inh: -6%; EPAC1 antagonist: -15%; IL2 activator: -0.5

Results for Cc1ccccc1Nc1nnc(SCC2CCCCO2)s1 (configuration not stated) ?
WRN helicase inh: -10%; EPAC1 agonist: -3%; FUS yeast rescue: 4%; PI5P4K alpha inh: -1; Abeta rescue: 9%; PLK1 PBD block: -8%; aSyn yeast inh: -3%; EPAC1 antagonist: -26%; IL2 activator: -1.8

Results for c1ccc2sc(SN3CCOCC3)nc2c1 ?
WRN helicase inh: -11%; EPAC1 agonist: 4%; FUS yeast rescue: -10%; PI5P4K alpha inh: -76*; Abeta rescue: 5%; PLK1 PBD block: 21µM*; aSyn yeast inh: -15%; EPAC1 antagonist: -9%; IL2 activator: -0.3

2 entries drawn at random from the list so far, as already listed:
How did Cc1cc(NC(=O)CCS(=O)(=O)c2ccc3c(c2)NC(=O)C(C)S3)ccc1Br (configuration not stated) do in these assays?
WRN helicase inh: -7%; EPAC1 agonist: -5%; FUS yeast rescue: -7%; PI5P4K alpha inh: 4; PLK1 PBD block: -7%; aSyn yeast inh: -6%; EPAC1 antagonist: -15%; IL2 activator: -0.5

Results for Cc1ccccc1Nc1nnc(SCC2CCCCO2)s1 (configuration not stated) ?
WRN helicase inh: -10%; EPAC1 agonist: -3%; FUS yeast rescue: 4%; PI5P4K alpha inh: -1; Abeta rescue: 9%; PLK1 PBD block: -8%; aSyn yeast inh: -3%; EPAC1 antagonist: -26%; IL2 activator: -1.8

Random draw from the library; any-hit rate near 4.1%.
